From PubChem
ARNT TACC3 PPI: disrupts binding between human ARNT and TACC3. AID 623870. Q9Y6A5. AlphaScreen His-ARNT PAS-B/GST-TACC3 binding, luminescence; TACC3 fragment carries E629A point mutation. hit rate 0.66% among 390,000. inhibition, % at 9.99 µM;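 active = mean inhibition of replicates at least 50% and at least half of replicates each reaching 50%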;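 note: 0% = complete ARNT plus TACC3 wells and 100% = ARNT alone without TACC3; many hits fall short of the cut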
Numbers without * were called inactive. A portion of the library; count on the stated rates, not on these rows.

The opening six compounds (preview)
molecule | ARNT TACC3 PPI
CCOC(=O)/C=C1\SCC(=O)N1CC(=O)Nc1ccc2c(c1)CCC2 | -4
CC(C)C(=O)Nc1ccc2nn(-c3ccc(F)cc3)nc2c1 | -1
Brc1cnc(N2CCOCC2)nc1N1CCCCC1 | 0
CN1CC=C2C(C#N)=C(N)C(C#N)(C#N)C(CCc3ccccc3)C2C1 (stereo unspecified) | 2
COc1ccc(CC/C(=N\O)C2(O)CCCCC2)cc1 | -4
C=CCSc1nc2nc(C)cc(C)n2n1 | -4

The list itself, previewed entries included:
molecule | ARNT TACC3 PPI
CCOC(=O)/C=C1\SCC(=O)N1CC(=O)Nc1ccc2c(c1)CCC2 | -4
CC(C)C(=O)Nc1ccc2nn(-c3ccc(F)cc3)nc2c1 | -1
Brc1cnc(N2CCOCC2)nc1N1CCCCC1 | 0
CN1CC=C2C(C#N)=C(N)C(C#N)(C#N)C(CCc3ccccc3)C2C1 (stereo unspecified) | 2
COc1ccc(CC/C(=N\O)C2(O)CCCCC2)cc1 | -4
C=CCSc1nc2nc(C)cc(C)n2n1 | -4
O=C(COc1cccc(C(F)(F)F)c1)NCCCN1CCCC1=O | -16
Cn1c(SCc2c(Cl)cccc2Cl)nc(C(F)(F)F)cc1=O | -7
O=c1c2c3c(sc2n(CCN2CCCCC2)c(=O)n1Cc1ccco1)CCCCC3 | 15
CC(=O)Nc1ccc(/C(C)=N/NS(=O)(=O)c2ccc(C)cc2)cc1 | -8
Cc1ccc2oc(-c3cccc(NC(=O)c4cc(-n5cnnc5)ccc4Cl)c3)nc2c1 | -3
COc1cc(NC(=O)CN2c3cccc4cccc(c34)S2(=O)=O)cc(OC)c1OC | -5
CCn1c(SCC(=O)Nc2cccc(NC(=O)c3ccco3)c2)nnc1-c1cccs1 | 0
Cn1c(SCC(=O)OC2CCCCC2)nnc1-c1ccc(S(=O)(=O)N2CCCC2)cc1 | -10
CCCCN(c1ccccc1)c1ncnc2nc[nH]c12 | -6

Overlap with the part before: 5 entries, followed by the next part.
molecule | ARNT TACC3 PPI
Cc1ccc2oc(-c3cccc(NC(=O)c4cc(-n5cnnc5)ccc4Cl)c3)nc2c1 | -3
COc1cc(NC(=O)CN2c3cccc4cccc(c34)S2(=O)=O)cc(OC)c1OC | -5
CCn1c(SCC(=O)Nc2cccc(NC(=O)c3ccco3)c2)nnc1-c1cccs1 | 0
Cn1c(SCC(=O)OC2CCCCC2)nnc1-c1ccc(S(=O)(=O)N2CCCC2)cc1 | -10
CCCCN(c1ccccc1)c1ncnc2nc[nH]c12 | -6
CCOCCn1c(SC)nc2c1c(=O)[nH]c(=O)n2C | 1
O=C(CSc1n[nH]c(-c2ccc(S(=O)(=O)N3CCCCC3)cc2)n1)Nc1nccs1 | 4
Cc1ccc(S(=O)(=O)n2nc(OC(=O)c3c(-c4ccccc4Cl)noc3C)cc2N)cc1 | -2
COC(=O)c1cn(NC(=O)c2ccc(OC)c(OC)c2)c(=O)c2ccccc12 | -2
OCCN1CCN(CC#CCn2c3ccccc3c3ccccc32)CC1 | 2
COc1cccc(NC(=S)NNC(=O)c2c([N+](=O)[O-])c(C)nn2C)c1 | 0
Cc1cc(C)c2c3c(cn2n1)c(=O)n(C)c(=O)n3C | -1
CC(C)(C)SCCNC(=O)c1ccccc1 | 6
O=C1CCC(=O)N1OCCCOc1ccccc1 | -4
COc1ccc(CCNC(=O)C(=O)NCc2ccccc2)cc1OC | -4
COC(=O)c1ccccc1NC(=O)CSc1nnc(-c2ccoc2C)n1C | 25
Cc1cc(C)c2cc(C#N)c(SCC(=O)NCC3CCCO3)nc2c1 (stereo unspecified) | -3
Cc1ccc(NC(=O)C2COc3ccccc3O2)nc1 (stereo unspecified) | 1
CC1(C)Cc2c(sc3c2c2ncnn2c2nnc(SCC(=O)NCc4ccco4)n32)CO1 | -2
O=C(O)CCCN=C1NC2(CCCC2)Cc2ccccc21 | -3

Later entries
molecule | ARNT TACC3 PPI
Cc1cc(C(=O)CSc2nnc(-c3ccc(F)cc3)o2)c(C)n1CC1CCCO1 (stereo unspecified) | -5
COC(=O)C(NC(=O)c1ccc(F)cc1)(Nc1nc(C)cs1)C(F)(F)F (stereo unspecified) | 9
c1ccc(-c2cc(-c3nc(-c4ccccn4)no3)c3ccccc3n2)cc1 | -8
CCCCNC(=O)C1c2ccccc2C(=O)N(c2ccc(OC)cc2)C1c1ccc(OC)cc1 (stereo unspecified) | -2
CCCCOC(=O)Nc1ccc(C(N)=O)cc1 | -3
CSc1ccc(/C=C/C(=O)c2ccc(NC(C)=O)cc2)cc1 | 3
CCOC(=O)C1=C(C)NC2=C(C(=O)CC(C)(C)C2)C1c1ccc2c(c1)CCCN2C (stereo unspecified) | 5
COc1ccc(C(c2nnnn2Cc2cccs2)N2CCN(c3ccccc3)CC2)cc1OC (stereo unspecified) | 2
CN1CCC2(CC1)NC(=O)NC2=O | -5
NC(=O)[C@@H]1CCCNc2c(I)cc([N+](=O)[O-])cc2C(=O)N[C@@H](CCC(=O)O)C(=O)N[C@@H](CO)C(=O)N1 | -29
Cc1c(NC(=O)COC(=O)C(c2ccc(Cl)cc2)C(C)C)c(=O)n(-c2ccccc2)n1C (stereo unspecified) | 5
COc1cccc(N2CCN(CC(=O)NCc3cccs3)CC2)c1 | -1
CCCCCC(=O)Nc1cccc(C2=NOC3(C2)C[C@H](C(N)=O)N(C(=O)CC)C3)c1 (stereo partly specified) | -1
CCN(/C=N/c1sc2c(c1C#N)CC(C)(C)NC2(C)C)CC | 3
O=C(CN1CCN(c2ccccn2)CC1)Nc1cccc(C(F)(F)F)c1 | -3

(cont.)
molecule | ARNT TACC3 PPI
CCOc1ccc2c(c1)C(c1ccc(C)cc1)=NNC(c1ccc(C)cc1)=N2 | -1
OC(CNCc1ccco1)COc1ccccc1 (stereo unspecified) | -3
COc1ccc(CCNC(=O)COC(=O)c2cnc(C)cn2)cc1 | 5
CCOc1ccccc1NC(=O)c1nc[nH]c1C(=O)Nc1ccccc1OCC | 2
Cc1cccc(C)c1NC(=O)N1C2CCCC1CC(NC(=O)C(C)(C)C)C2 (stereo unspecified) | -5
Cc1cc(C(=O)Nc2sc3c(c2C#N)CCC(C)C3)cs1 (stereo unspecified) | 8
CCn1c(SCc2nc(-c3ccccc3)no2)nnc1-c1ccco1 | 3
NC(=O)c1nsc(C(=O)N(CC(=O)NCc2ccc(F)cc2)Cc2ccco2)c1N | 3
CC(=O)c1ccc(NS(=O)(=O)Cc2ccc(Cl)cc2)cc1 | -2
COc1cccc(NC(=O)CCP(C)(=O)O)c1 | -5
CC(=O)Oc1ccc(-c2ccc(C(=O)O)cc2)cc1 | 4
COc1cc2c(cc1OC)C1(NCC2)C(=O)Nc2ccccc21 (stereo unspecified) | -2
S=c1nc(-c2ccccc2)n(CCN2CCOCC2)c2c1CCCC2 | -13
Cc1cc(C)nc(SCC(=O)N/N=C/c2cccn2-c2ccc(O)cc2)n1 | 14
Nc1c2c(nc3ccccc13)CCC2 | -2

(listing goes on)
molecule | ARNT TACC3 PPI
CCOC(=O)c1c(NC(=O)c2cccs2)sc(CC)c1-c1cccs1 | -1
Cc1ccc(NCc2nnc(SCC(=O)Nc3cccc(O)c3)n2CC2CCCO2)c(C)c1 (stereo unspecified) | 8
CCc1nc(N2CCOCC2)c(C#N)c2c1CCCC2 | -1
Cc1ccc(C)n1-c1ccc(C(=O)NCC2CCCO2)cc1 (stereo unspecified) | -2
CC(=O)N(Cc1cc2c(C)cc(C)cc2[nH]c1=O)C1CCCCC1 | 9
CC(C)OC(=O)c1cc(NC(=O)C2C3CCC(O3)C2C(=O)O)cc(C(=O)OC(C)C)c1 (stereo unspecified) | -8
CCN(CC)C(=O)Nc1c(C)n(C)n(-c2ccccc2)c1=O | -2
COc1ccc(C(C(=O)NC(C)(C)C)N(Cc2cccs2)C(=O)CCC(=O)Nc2cc(C)on2)cc1 (stereo unspecified) | -4
CCCCN1C2CCCC1CC(NC(=O)c1ccc(OC)c(OC)c1)C2 (stereo unspecified) | 5
O=c1c2ccccc2nnn1CSc1nnnn1-c1ccccc1 | -4
C=CCN(c1ccc(C(=O)NC(C)C)cc1)S(C)(=O)=O | -1
COC(=O)C(Cc1c[nH]c2ccccc12)NC(C)=O (stereo unspecified) | 2
O=C(NCC(c1cccnc1)N1CCN(c2ccc(F)cc2)CC1)c1ccc(F)cc1 (stereo unspecified) | -1
O=C(NCC12CC3CC(CC(C3)C1)C2)c1nn2cccnc2c1Cl | 3
N#Cc1ccc(C23CC4(C2)[C@H](CN(P(=O)(c2ccccc2)c2ccccc2)[C@@H]4c2ccccc2)C3c2ccc(Cl)nc2)cc1 (stereo partly specified) | -2

The list continues.
molecule | ARNT TACC3 PPI
COc1ccccc1-c1nc(C(N)=O)c2[nH]c(=O)n(-c3cccc(C)c3)c2n1 | 4
Cc1ccc(CN2C(=O)CCC2C(=O)NCCN2CCOCC2)cc1 (stereo unspecified) | -11
CCc1nnc(NC(=O)CCC(=O)N2CCN(Cc3ccc(Cl)cc3)CC2)s1 | 0
Cc1cc(C)cc(C(=O)n2cnnc2N)c1 | -15
COc1ccc(CCNC(=O)CC2Nc3ccccc3NC2=O)cc1 (stereo unspecified) | -3
Clc1ccc(-n2c(SCc3nc4ccccc4[nH]3)nnc2-c2ccncc2)cc1 | -3
CCC(C)C(NC(=O)C(N)CC(C)C)C(=O)NC(CCC(=O)OCc1ccccc1)C(N)=O (stereo unspecified) | -8
CC1(C)OC(=O)C(=CNc2ccccc2F)C(=O)O1 | 0
CCc1ccc(C2C(C#N)=C(N)C(C#N)(C#N)C3=CCC(C(C)(C)C)CC32)cc1 (stereo unspecified) | -1
CCOC(=O)C1CCCCN1Cc1ccccc1C(F)(F)F (stereo unspecified) | -2
CN(C(=O)CSc1nnc(Cc2ccccc2F)n1N)C1CCS(=O)(=O)C1 (stereo unspecified) | -1
COCCNC(=O)CN(C(=O)CCC(=O)Nc1ccccn1)c1ccc(F)cc1 | -2
CC(C)c1ccc(C2NC(=O)NC3=C2CCc2ccccc23)cc1 (stereo unspecified) | 2
Cc1cc(NC(=O)c2cc3nc(C4CC4)cc(C(F)(F)F)n3n2)no1 | -8
CC1(C)CC(=O)C2=C(C1)NC(=O)CC2c1cccc(F)c1 (stereo unspecified) | -10

Remaining list, next part
molecule | ARNT TACC3 PPI
CC1Cc2ccccc2N1C(=O)CSc1nc2c(c(=O)n(C)c(=O)n2C)n1Cc1ccc(F)cc1 (stereo unspecified) | 2
CCc1ccc2c(c1)C1(NN=C(c3ccc(C)cc3)S1)C(=O)N2 (stereo unspecified) | 61*
Cc1ccccc1CNC(=O)c1ccccc1 | 2
O=C(CSc1ccc(Cl)cc1)Nc1cccc(-c2nc3ncccc3o2)c1 | 6
Cc1[nH]c(=O)[nH]c(=O)c1S(=O)(=O)N1CCCC(C(=O)NCc2ccco2)C1 (stereo unspecified) | 1
CC12CN3CCN(CC(C3)C1(O)CN1CCOCC1)C2 (stereo unspecified) | -1
COc1nnc(OC)c2ccccc12 | 1
CCN(CC)S(=O)(=O)c1ccc(F)cc1 | -2
CCOC(=O)CC1=C(C(=O)OCC)C(c2cc(OC)c(OC)cc2OC)C(C#N)=C(N)O1 (stereo unspecified) | 7
Cc1nc(C)n(CC(O)COc2ccc3ccccc3c2)n1 (stereo unspecified) | -3
O=c1c2ccccc2nnn1CSc1nnc(-c2cccc(S(=O)(=O)N3CCCCC3)c2)o1 | -16
CC1(C)CC(c2csc(N)n2)CCO1 (stereo unspecified) | 19
COc1ccc(-c2nc(C#N)c(NCC3CCCO3)o2)cc1 (stereo unspecified) | -10
COc1cccc(Nc2c(F)c(OC)c(F)c(F)c2C(=O)O)c1 | -4
COc1cc2c(cc1OC)C(C)N(C(=O)c1cc3n(n1)C(C(F)(F)F)CC(c1ccco1)N3)CC2 (stereo unspecified) | -14

(continued)
molecule | ARNT TACC3 PPI
CC(C)(C)NC(=O)C(c1ccccc1)N(Cc1ccco1)C(=O)c1csnn1 (stereo unspecified) | 0
CCCCCCC(=O)NC(Nc1ccc(S(N)(=O)=O)cc1)C(Cl)(Cl)Cl (stereo unspecified) | -8
Cc1ccc(S(=O)(=O)N2CCC(C(=O)N[C@H](C(=O)NCC3CCCO3)C(C)C)CC2)cc1 (stereo partly specified) | -1
O=C(O)CCCNCc1ccccc1F | -3
CCC(Sc1nc2ccccc2s1)C(=O)Nc1nnc(C)s1 (stereo unspecified) | 8
CCSc1ccccc1C(=O)N1CCCC1 | 3
Cc1ccc(OCCSc2nnc(-c3ccncc3)n2C)cc1 | -3
COC(=O)c1[nH]c2ccccc2c1NC(=O)Oc1ccccc1 | -4
CCN(C(=O)c1cc2cc3ccc(C)cc3nc2o1)c1ccc(OC)cc1 | 5
NC(=O)C1CCN(C(c2ccccc2Cl)c2nnnn2CC2CCCO2)CC1 (stereo unspecified) | -4
N#Cc1c(-c2ccc3c(c2)OCO3)ccn2nc(-c3cccc(C(F)(F)F)c3)nc12 | -5
CC(Nc1nc(N2CCCCC2)nc2ccccc12)c1ccccc1 (stereo unspecified) | 2
Cc1nc2c(=O)n(C)c(=O)[nH]c2n1Cc1ccccc1 | 6
CCN(CC)C(=O)CCC(=O)Nc1ccc(C(=O)OC)cc1 | 9
CCCC(=O)Nc1nc(-c2ccc3c(c2)CCN3S(C)(=O)=O)cs1 | -4
CC(C)CCNC(=O)Cc1ccccc1[N+](=O)[O-] | -3
Cc1cc2oc(C(=O)N(Cc3ccco3)C3CCS(=O)(=O)C3)cc(=O)c2cc1Cl (stereo unspecified) | 0
